# From PubChem
# ST2 IL33 inh: inhibitors of human ST2 (IL1RL1) binding to IL-33 | AID 1259354 | inhibition, % for hits at 17 µM | AlphaLISA ST2-Fc/biotin-IL-33 interaction, 1 h | 2.3% of 78,000 active; in the data active = inhibition above about 30%; inconclusive = mostly about 10% to 28%
# Target sequence (Q01638 whole entry, looked up): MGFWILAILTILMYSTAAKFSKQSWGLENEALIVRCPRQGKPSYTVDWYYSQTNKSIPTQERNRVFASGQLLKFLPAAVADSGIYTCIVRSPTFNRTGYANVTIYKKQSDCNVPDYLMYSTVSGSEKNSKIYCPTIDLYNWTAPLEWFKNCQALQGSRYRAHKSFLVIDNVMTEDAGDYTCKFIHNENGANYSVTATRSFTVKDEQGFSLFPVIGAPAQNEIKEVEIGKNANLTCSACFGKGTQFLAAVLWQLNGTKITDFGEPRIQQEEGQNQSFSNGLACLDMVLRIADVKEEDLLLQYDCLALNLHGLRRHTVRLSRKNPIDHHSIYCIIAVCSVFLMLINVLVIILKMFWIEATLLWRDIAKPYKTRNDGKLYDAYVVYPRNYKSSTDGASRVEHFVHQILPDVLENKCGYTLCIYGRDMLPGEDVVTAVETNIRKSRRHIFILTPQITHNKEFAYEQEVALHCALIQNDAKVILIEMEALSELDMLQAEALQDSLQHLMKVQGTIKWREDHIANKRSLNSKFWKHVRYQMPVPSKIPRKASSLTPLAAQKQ
# The depositor's hits bear a star; i = inactive; ? = inconclusive.
canonical_smiles,ST2 IL33 inh
CCOC(=O)c1c(NC(=O)CCCn2nc(C)c([N+](=O)[O-])c2C)sc2c1CCCC2,i
COc1ccc(OC)c(NC(=O)C(c2ccccc2)c2ccccc2)c1,i
CN1C(=O)c2ccc(C(=O)Nc3cc(Cl)ccc3O)cc2C1=O,?
CCc1cc(C=NCCN=Cc2cc(CC)sc2O)c(O)s1,?
Cc1ccsc1CN(C)C(=O)C1(Oc2cccnc2C)CCNCC1,i
CCCn1cnnc1CNC1CSCCSC1,i
Cc1cccc(C(=O)Nc2c(-c3cccs3)nc3cc(C)ccn23)c1,i
CC(=Nc1ccccc1)Nc1ccccc1,i
O=C1CC(=O)Nc2cc(S(=O)(=O)N3CCOCC3)ccc2N1,i
Cc1cc(C)n(CC(=O)n2c(C)c(C)c3ccccc32)n1,i
Brc1ccc(C=Nc2cnc3ccccc3c2)cc1,?
COc1cccc(C2C(C(=O)Nc3ccccn3)=C(C)NC3=C2C(=O)CCC3)c1 (centres undefined),i
O=C(NCCN1CCOCC1)c1cc(COc2cccc(C(F)(F)F)c2)[nH]n1,?
Cc1nnc(SCCn2c(N3CCC(C)CC3)nc3c2c(=O)n(C)c(=O)n3C)s1,i
CCCNCc1ccc(-c2ccnc3[nH]ccc23)cc1,i

# The list goes on.
canonical_smiles,ST2 IL33 inh
COc1ccc(CN2CCN(Cc3ccccc3F)CC2)c(OC)c1OC,i
CCc1nnsc1C(=O)N1CCC(=O)N(CC2CC2)C(C(C)C)C1 (centres undefined),i
Oc1oc(-c2ccc(Cl)cc2)nc1C=Nc1ccc(F)cc1,?
CC1=CC(=NS(=O)(=O)c2cccc([N+](=O)[O-])c2)C=CC1=O,i
O=S(=O)(NCc1ccccc1)NCC1COc2ccccc2O1 (centres undefined),?
Cc1ccn2c(NC(=O)C(C)(C)C)c(-c3ccccc3)nc2c1,i
Cc1ccc(Cn2c(CNS(=O)(=O)c3ccc(C)cc3C)nc3cccnc32)cc1,?
Cc1ccc(C2(CC(=O)N(C)CCC#N)CCOC(C)(C)C2)cc1 (centres undefined),i
Cc1ccc(C)c(OCC(=O)Nc2ccc(Cl)cc2Cl)c1,i
COc1cc(OC)cc(C(=O)Nc2cccc(N3CCCS3(=O)=O)c2)c1,i
C[C@H]1[C@@H]2[C@@H](O)C([C@H](C)C(=O)NCc3ccccc3Cl)CC[C@@]2(C)CC[C@@H]1NC(=O)c1ccncc1 (some centres undefined),i
CC(C)=CCC/C(C)=C/CC/C(C)=C/Cc1c(O)cc(C)c(C=O)c1O,i
CCC(C)NC(=O)c1cn(CCOC)c(=O)c2c1c1ccccc1n2C (centres undefined),i
Cc1c(C(=O)N2CCOCC2)csc1-c1ccccc1,i
COc1ccc(Oc2coc3cc(OCc4ccc(F)cc4)ccc3c2=O)cc1,i

# The list continues:
canonical_smiles,ST2 IL33 inh
CN(C(=O)CCc1cnn(C)c1)C1CCCN(C2Cc3ccccc3C2)C1 (centres undefined),i
CCCCN(CC)Cc1c(C)[nH]c2c(ccc3ccccc32)c1=O,i
Cc1ccccc1CN1C(=O)C(C(C)C(=O)O)Sc2ccccc21 (centres undefined),i
COc1ccc(C2C(C(=O)N3CCOCC3)c3cc(OC)c(OC)cc3C(=O)N2C)cc1OC (centres undefined),i
Cc1c(NC(=O)COc2ccc(Br)cc2)c(=O)n(-c2ccccc2)n1C,?
COCCNC(=O)[C@@H](C)[C@@H]1CCc2c(C)cc(OC)c(C)c2C1,i
OCCN1CCN(CCCc2ccccc2)CC1,i
Clc1ccc(-c2ncnn2-c2ccc(Cl)cc2)cc1,i
CCCCN(CC)C(=O)c1cc2cc3cc(OC)ccc3nc2s1,?
CCN(Cc1ccccc1)C(=O)c1cc2cc3ccc(OC)cc3nc2s1,?
O=C1N=NC(=O)c2ccccc21,i
COc1ccc2c(c1)CCCC21SC(NC(C)=O)=NN1C(C)=O (centres undefined),i
CSc1nc2c(c(=O)[nH]1)C(c1ccncc1)C1=C(CC(C)(C)CC1=O)N2 (centres undefined),i
CN(C)CCNC(=O)C[C@@H]1O[C@H](CNC(=O)c2ccco2)[C@@H](O)[C@H]1O,?
Cc1ccc(C(=O)Nc2ccc(Cl)cc2)cc1,i

# (list continues)
canonical_smiles,ST2 IL33 inh
Cc1nn(S(=O)(=O)c2ccc(Br)cc2)c(C)c1Sc1ccc([N+](=O)[O-])cc1,?
COc1ccccc1C1CCCN1C(=O)c1cnn2c1CCCC2 (centres undefined),?
COc1cc(C(=O)N2CCC(O)(CN(C)C)C2)ccn1 (centres undefined),?
CCN(CC)c1ccc(CN2CCSCC2)cc1,?
O=C1NC(c2ccccc2)C(=C(O)c2ccc(Br)cc2)C1=O (centres undefined),i
O=C(Cc1c(C(=O)O)[nH]c2ccc(Cl)cc12)Nc1ccc(F)cc1F,?
CC1CCN(C(=O)c2cc(-c3ccc(Br)cc3)on2)CC1,i
CC(C)CCNC(=O)c1cc(=O)[nH]c2ccc(S(=O)(=O)N3CCCCC3)cc12,i
CC1CCCCN1CCNC(=O)c1cc(-c2ccncc2)nc2ccccc12 (centres undefined),i
CN(Cc1cc(F)ccc1O)Cc1cccc2cnccc12,i
N#Cc1ccccc1N=C1CCCN1Cc1ccccc1,i
CC(C)=C1C=CC(=C(C)C)S1(=O)=O,i
COc1cc(C2N(C(C)=O)CCN2S(=O)(=O)c2ccc(C)cc2)ccc1O (centres undefined),i
O=C(CSc1nc2ccc([N+](=O)[O-])cc2[nH]1)NCCc1ccccc1,i
CC(c1cccs1)N(C)C(=O)CCN1CCCCCC1=O (centres undefined),i

# (listing goes on)
canonical_smiles,ST2 IL33 inh
CC1CCN(S(=O)(=O)c2cc(Br)cc3c2N(C(=O)C2CC2)CC3)CC1,i
O=S(=O)(NCCN1CCOCC1)c1ccc(I)cc1,i
O=C1NCCN(Cc2cccc(C(F)(F)F)c2)C1CC(=O)N1CCCOCC1 (centres undefined),?
O=C(Cn1cnc2scc(-c3ccccc3)c2c1=O)N1CCN(c2ccccc2F)CC1,i
CC(=O)NC(=O)c1cc2ccccc2oc1=Nc1ccc(C#N)cc1,i
Cc1ccc(Cn2cnc3c(cnn3-c3ccccc3)c2=O)cc1,?
CC1(C(=O)NC2CCCCCC2)CCC(=O)N1Cc1ccc(F)cc1 (centres undefined),i
O=C1Nc2ccc(-c3ccccc3F)cc2C(=O)N2CCN(C(=O)C3CCCCC3)C[C@H]12,?
Cc1ccc2oc(=O)n(CC(=O)N(Cc3ccsc3)CC(C)C)c2c1,i
CN(C)CCNc1cc(-c2ccc(Cl)cc2F)c2cc[nH]c2n1,30.0%*
CC1(C(=O)NC2CCCC2)CCC(=O)N1CCc1ccc(Cl)cc1 (centres undefined),i
COc1ccccc1N1CCN(C2CCN(C(=O)c3ccc(F)cc3)CC2)CC1,i
COC1CCN(C(=O)CC(c2cccc(O)c2)c2cccc(Cl)c2)CC1 (centres undefined),i
CCOC(=O)Cn1nc(C)c2ccccc2c1=O,i
Cc1cc(C)n(C)c(=O)c1C(=O)NCc1cc(CC(C)C)on1,i

# Other results.
canonical_smiles,ST2 IL33 inh
CN1CCc2c(sc3c2C(=O)NC(/C=C\c2ccc(Br)cc2)N3)C1 (centres undefined),i
COc1ccc(NS(=O)(=O)c2cc(Br)cc3c2N(C(C)=O)C(C)C3)cc1Cl (centres undefined),i
CC(C)N(C)C1CCN(S(=O)(=O)c2ccc(Cl)cc2)CC1,i
Cc1ccc(C(NC(=O)CN2C(=O)c3ccccc3C2=O)c2ccccc2)cc1 (centres undefined),i
CSc1ccccc1OCc1cc(C(=O)NCCc2nc(C)c(C)s2)no1,?
O=C(c1ccccc1)N1CCN(C(=O)c2ccccc2)C1c1ccccc1,i
COc1cc(OC)cc(C(=O)Nc2ccc(Cl)c(N3CCCS3(=O)=O)c2)c1,i
C/C(=C1/SC(N2CCCC2)=NC1=O)c1ccc(Br)cc1,i
CCCc1cnc(-c2ccc(OC)cc2C)nc1,i
COc1cc(C(C[N+](=O)[O-])c2c(C)[nH]c3ccccc23)cc(OC)c1OC (centres undefined),i
O=C(Nc1cc(Cl)ccc1Cl)c1ccc(Br)o1,?
Cc1ccc(CNC(=O)c2ccc(NC3=NC4CS(=O)(=O)CC4S3)cc2)cc1 (centres undefined),i
COc1ccc(-n2c(/C=C/c3cccc(OC)c3OC)nc3ccccc3c2=O)cc1,?
Cc1cccc(-c2cc(C(=O)n3nc(C)cc3C)c3ccccc3n2)c1,i
Cc1n[nH]c(=O)nc1NCc1cccnc1,i

# Further results:
canonical_smiles,ST2 IL33 inh
Cc1ccc(C)c(C(Nc2ccccn2)c2ccc3cccnc3c2O)c1 (centres undefined),?
C=CCNC(=O)c1ccc(-c2cc(OC)ccc2F)o1,?
COc1cccc(C2CC(=O)C3=C(C2)Nc2ccccc2NC3c2ccc(C)s2)c1 (centres undefined),?
COc1cccc(Oc2nc3c(c(=O)n(C)c(=O)n3C)n2Cc2ccc(Cl)cc2)c1,?
CCOc1ccc(-c2cn(-c3ccc(Cl)cc3)c(=O)[nH]2)cc1,?
CCCSC1=C(C#N)C(c2cccnc2)C(C(=O)OCC)=C(c2ccccc2)N1 (centres undefined),i
COc1ccc(-n2nc3c(c2NC(=O)c2ccc(F)cc2)CS(=O)C3)cc1 (centres undefined),i
CCC1CCCCN1C(=O)c1nn2c(c1Cl)NC(c1ccco1)CC2C(F)(F)F (centres undefined),i
Cn1c(=O)[nH]c(=O)c2c1nc(CN1CCN(c3ccccc3F)CC1)n2Cc1ccccc1F,i
Oc1cccc2ccc(Oc3cccc4cccnc34)nc12,i
O=C(c1ccco1)N1CCN(c2ccc([N+](=O)[O-])c(NCc3ccco3)c2)CC1,?
COc1ccc(C2CC(=O)N3CN(c4ccc(Cl)cc4)CSC3=C2C#N)cc1 (centres undefined),i
O=C(Cc1cccs1)N1CCN=C1SCc1ccccc1,i
Cc1cc(C)cc(NC(=S)N[C@H]2CO[C@H]3[C@@H]2OC[C@H]3O)c1,i
COc1ccc(CNc2nc(-c3cccs3)cc(C(F)(F)F)n2)cc1,i

# Ordered by count of non-hydrogen atoms (low to high): 15 of the compounds above.
canonical_smiles,ST2 IL33 inh
Cc1n[nH]c(=O)nc1NCc1cccnc1,i
CCCn1cnnc1CNC1CSCCSC1,i
CCCc1cnc(-c2ccc(OC)cc2C)nc1,i
O=S(=O)(NCCN1CCOCC1)c1ccc(I)cc1,i
CC(C)N(C)C1CCN(S(=O)(=O)c2ccc(Cl)cc2)CC1,i
O=C1NC(c2ccccc2)C(=C(O)c2ccc(Br)cc2)C1=O (centres undefined),i
O=S(=O)(NCc1ccccc1)NCC1COc2ccccc2O1 (centres undefined),?
Cc1ccc(Cn2cnc3c(cnn3-c3ccccc3)c2=O)cc1,?
Cc1ccsc1CN(C)C(=O)C1(Oc2cccnc2C)CCNCC1,i
CCC(C)NC(=O)c1cn(CCOC)c(=O)c2c1c1ccccc1n2C (centres undefined),i
CN(C(=O)CCc1cnn(C)c1)C1CCCN(C2Cc3ccccc3C2)C1 (centres undefined),i
CCCSC1=C(C#N)C(c2cccnc2)C(C(=O)OCC)=C(c2ccccc2)N1 (centres undefined),i
Cc1ccc(Cn2c(CNS(=O)(=O)c3ccc(C)cc3C)nc3cccnc32)cc1,?
Cn1c(=O)[nH]c(=O)c2c1nc(CN1CCN(c3ccccc3F)CC1)n2Cc1ccccc1F,i
C[C@H]1[C@@H]2[C@@H](O)C([C@H](C)C(=O)NCc3ccccc3Cl)CC[C@@]2(C)CC[C@@H]1NC(=O)c1ccncc1 (some centres undefined),i

# Next part:
canonical_smiles,ST2 IL33 inh
CCCN(CCC)CCCNC(=O)C1c2ccccc2C(=O)N2CCc3ccccc3C12 (centres undefined),i
O=C(Nc1ccc(Br)cc1)c1ccc(F)cc1,i
CCCN(CCC)S(=O)(=O)c1cc(Br)cc2c1N(C(C)=O)C(C)C2 (centres undefined),i
Cc1ccc(N=C2c3ccccc3C(=O)C2[N+](=O)[O-])c(C)c1 (centres undefined),?
CCc1c(C)nn(CC(=O)N2CCNCC2C(=O)N2CCOCC2)c1C (centres undefined),i
COc1cc2c(cc1OC)C(=O)NC1(CCCC1)C2,?
CCCC1(C2CCN(Cc3nccn3C(C)C)CC2)NC(=O)NC1=O (centres undefined),i
CCN(CC)C1=C(C(=O)c2ccccc2)N(CC(=O)c2ccccc2)S(=O)(=O)c2ccccc21,i
CCOC(=O)C1=C(C)Nc2nnnn2C1c1ccc(C)cc1 (centres undefined),i
CCNC(=O)c1cn(CCc2ccccc2)cc(C(=O)NCC2OCCc3ccccc32)c1=O (centres undefined),?
CC1CCCN(C(=O)CCS(=O)(=O)c2cccc3nsnc23)C1 (centres undefined),i
CC(C)(C)C(=O)NCCSc1c[nH]c2ccccc12,i
Cc1c(NC(=O)C(C)(C)C)cccc1C(=O)NCC1CCCN(C)C1 (centres undefined),i
CC1CCC(C(=O)NC(C(=O)N2CCN(c3ccccn3)CC2)C(C)C)CC1 (centres undefined),i
COC(=O)[C@@H](Cc1cccnc1)NC(=O)[C@H]1CN(C(C)=O)CCN1S(C)(=O)=O,i

# Next part:
canonical_smiles,ST2 IL33 inh
COc1cc2c(C(=O)NCCC3=CCCCC3)cn(C)c(=O)c2cc1OC,i
N#Cc1c(-c2ccc3c(c2)OCO3)nc(N2CCCCC2)[nH]c1=O,?
CC1NC(=O)NC1CCCCC(=O)O (centres undefined),46.0%*
COC(=O)c1ccc(CSc2nc3c([nH]c4ccccc43)c(=O)n2C)o1,i
O=C(Cc1c(C(=O)O)[nH]c2ccccc12)Nc1ccc(Oc2ccccc2)cc1,i
CC1(C)CC(=O)C=C(/C=C/c2ccc(N3N=N3)cc2)C1,40.0%*
CCN(CCN1CCOCC1)C(=O)c1nc2ccccc2[nH]1,i
COCCCNC(=O)C1CCC(Cn2c(=O)c3sccc3n(CC(N)=O)c2=O)CC1 (centres undefined),i
COc1ccc(C2C([N+](=O)[O-])=C(N)Oc3cc(C)oc(=O)c32)cc1OC (centres undefined),?
CC1CCc2cc(F)ccc2N1C(=O)CCS(=O)(=O)c1cccc2nonc12 (centres undefined),i

# Some of the compounds tested (hit frequency here may not be typical).
